Bioassay records: PubChem BioAssay, several laboratories
PolyA inhibitor = polyadenylation inhibitors in yeast reporter cells, primary screen, luminescence, S. cerevisiae; S. cerevisiae SKY197-pL101 polyadenylation reporter, beta-gal luminescence; efflux-impaired pdr1/pdr3 knockout yeast; score 100 = 6 SD above DMSO; calls only at 12 µM; 300,000 compounds, 0.02% hits; AID 1875, 2009;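 active = lowest replicate activity score at least 50, where 100 means six control SD above control mean; inconclusive = lowest score under 50 but half or more replicates reach 50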;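 also: yeast exposed to compound for 9 h at 30 °C; higher score means more reporter readthrough which indicates perturbed polyadenylation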
KCNQ1 block = inhibitors of human KCNQ1 channel, primary screen, cell-based, thallium flux, high-throughput. Potassium voltage-gated channel subfamily KQT member 1 (Homo sapiens), P51787. CHO-K1 KCNQ1, FluxOR thallium flux fluorescence; stronger effect = higher value. B-score at 10 µM. 310,000 compounds, 1.3% hits;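 active = compounds whose thallium flux B-score, printed positive for inhibition, exceeds three library SD while starting fluorescence stays within three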;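 also: channel opened by potassium depolarization with thallium stimulus after 20 min compound exposure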
RGS4 pot = RGS4 potentiators or activators, primary screen, cell-based, HEK293 M3R inducible RGS4, calcium flux; carbachol calcium flux Fluo4; stronger effect = lower value; B-score at 10 µM; 310,000 compounds, 0.92% hits;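 active = B-score of the integrated calcium signal more than 4 SD below the library mean, with starting fluorescence not abnormally high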;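 also: negative B-score means reduced calcium response which marks RGS4 activation or potentiation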
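Material: Inducible-RGS4 HEK293 cells carrying M3 receptor; also added: carbachol at ECmax as muscarinic agonist stimulus; incubation: compound preincubation 20 min at room temperature before agonist; signal: Fluo4-AM (2 µM) calcium-flux fluorescence, kinetic read; measure: integrated calcium ratio converted to B score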
DYRK1A inh = rat Dyrk1A kinase inhibitors, primary screen, biochemical, single point, plate reader | ADP-Glo luminescence, NFATc1 peptide | inhibition, % at 12.5 µM | 310,000 compounds, 0.43% hits | AID 504441, 2011; in the data active = inhibition above about 50%;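 also: plate controls were vehicle with enzyme for no effect and no enzyme for full effect; many of its hits are not listed in these tables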
KCNK3 inh = human KCNK3 channel inhibitors, primary screen, CHO cells, FluxOR thallium flux, B-score; FluxOR fluorescence; stronger effect = lower value; B-score at 10 µM; 340,000 compounds, 0.84% hits; AID 602410, 2012;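 active = B-score under library mean minus 4 SD, starting fluorescence ratio at most library mean plus 5 SD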;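 also: more negative B-score means stronger inhibition of thallium flux through KCNK3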
GSK3B inh = human GSK3beta kinase inhibitors, primary screen, biochemical, cell-free homogeneous, HTS; Glycogen synthase kinase-3 beta (Homo sapiens), P49841; GST-GSK3beta kinase, ADP-Glo luminescence, 60 min; stronger effect = lower value; activity score (negative = inhibition), % at 10 µM; 300,000 compounds, 0.038% hits; AID 2097, 2009;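 active = more than half of replicate wells score below -50%, meaning over 50% inhibition versus plate controls; inconclusive = some replicates but at most half score below -50%; inactive = no replicate scores below -50%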;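 also: 0% = median DMSO wells and -100% = median GW8510 positive control wells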
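test system = GST-tagged human GSK3beta kinase, cell-free | reagent = 25 µM ATP with peptide substrate | dosing = one dose of 10 µM per compound | schedule = 60 min reaction, RT | detection = luminescent ADP-Glo measurement of ADP formed | control set = DMSO neutral wells and GW8510 at 20 µM as positive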
KCNQ1 pot = potentiators or activators of KCNQ1 channel, primary screen, cell-based, thallium flux, high-throughput; Potassium voltage-gated channel subfamily KQT member 1 (Homo sapiens), P51787; CHO-K1 KCNQ1, thallium flux FluxOR fluorescence; stronger effect = higher value; B-score at 10 µM; 310,000 compounds, 0.35% hits; AID 2648, 2010;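 active = fluorescence ratio B-score, a plate-corrected score, at least three library SD, with initial intensity B-score within 5 SD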
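Assay system: stable KCNQ1 CHO-K1 line; medium: assay buffer, equal DMSO in all wells; timing: 90 min dye loading and 20 min compound exposure, both at room temperature; technique: kinetic FluxOR thallium fluorescence, 10-s 1-Hz baseline, 110-s post-stimulus read; read-out basis: B score of baseline-normalized fluorescence ratio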
KCNK9 inh = KCNK9 potassium channel inhibitors, primary screen, HEK293 cells, thallium flux. Potassium channel subfamily K member 9 (Homo sapiens), Q9NPC2. FluxOR thallium flux fluorescence; stronger effect = lower value. B-score at 10 µM. 310,000 compounds, 1.2% hits;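 active = ratio B-score over 3 SD below the library mean, with starting fluorescence within 5 SD of its mean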;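 also: negative B-score means less thallium flux so channel inhibition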
GSK3 alpha inh = blockers of GSK3A enzyme activity – biochemical, luminescence, cell-free homogeneous, HTS, primary screen; Glycogen synthase kinase-3 alpha (Homo sapiens), P49840; GSK-3 alpha kinase, ADP-Glo luminescence, 60 min; inhibition, % at 10 µM; 320,000 compounds, 0.1% hits;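 in the data active = inhibition above about 50%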;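 also: GST-tagged GSK-3 alpha with peptide substrate and 25 µM ATP; 0% = DMSO neutral wells and 100% = GW8510 positive control wells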
Target sequence (P49840 whole entry, looked up): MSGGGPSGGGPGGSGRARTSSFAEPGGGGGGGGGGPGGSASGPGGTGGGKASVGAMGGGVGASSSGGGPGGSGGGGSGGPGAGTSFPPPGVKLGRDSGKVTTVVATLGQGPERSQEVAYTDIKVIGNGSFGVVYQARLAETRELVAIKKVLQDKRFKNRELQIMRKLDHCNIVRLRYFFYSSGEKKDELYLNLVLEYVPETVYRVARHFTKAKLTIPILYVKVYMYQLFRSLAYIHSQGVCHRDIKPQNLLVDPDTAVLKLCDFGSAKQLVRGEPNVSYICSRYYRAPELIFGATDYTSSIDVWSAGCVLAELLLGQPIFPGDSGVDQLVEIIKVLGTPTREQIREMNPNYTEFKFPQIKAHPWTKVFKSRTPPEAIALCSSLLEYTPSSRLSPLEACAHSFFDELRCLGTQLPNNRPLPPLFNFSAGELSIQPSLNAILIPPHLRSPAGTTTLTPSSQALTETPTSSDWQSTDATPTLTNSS
HDAC3 inhib = HDAC3 deacetylase inhibitors, primary screen, biochemical, fluorescence, cell-free homogeneous; Histone deacetylase 3 (Homo sapiens), O15379; inhibition, % at 8.3 µM; 320,000 compounds, 0.15% hits; recombinant HDAC3, fluorogenic peptide/trypsin coupled; in the data active = inhibition above about 26%, passing the limit was not always enough; inconclusive = no clear call, values can overlap the other calls
Target sequence (O15379 whole entry, looked up): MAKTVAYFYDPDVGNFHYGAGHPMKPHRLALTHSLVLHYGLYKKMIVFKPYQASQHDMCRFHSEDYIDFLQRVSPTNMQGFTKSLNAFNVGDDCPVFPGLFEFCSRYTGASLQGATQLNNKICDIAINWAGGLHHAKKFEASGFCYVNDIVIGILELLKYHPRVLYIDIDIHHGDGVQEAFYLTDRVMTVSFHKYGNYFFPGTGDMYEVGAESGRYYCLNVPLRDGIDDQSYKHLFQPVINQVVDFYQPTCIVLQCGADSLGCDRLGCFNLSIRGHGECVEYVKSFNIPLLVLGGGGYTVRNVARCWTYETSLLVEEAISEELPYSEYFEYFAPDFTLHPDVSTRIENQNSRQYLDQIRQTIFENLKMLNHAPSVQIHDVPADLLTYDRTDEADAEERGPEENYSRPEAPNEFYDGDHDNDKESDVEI
hERG rescue = hERG rescue from dofetilide block, primary screen, cell-based, CHO-hERG, FluxOR thallium flux, dofetilide IC70; Voltage-gated inwardly rectifying potassium channel KCNH2 (Homo sapiens), Q12809; dofetilide IC70 present; activation (rescue from dofetilide block), less the hit threshold, % at 10 µM; 310,000 compounds, 0.51% hits; AID 1511, 2009;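 active = activation above the mean of controls blocked by dofetilide plus 5 SD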;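 also: thallium influx through hERG after potassium depolarization seen as dye fluorescence rise; in these data hits start at about 4.7%; inactives centre near -7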
Active calls of the source: *; i = inactive; ? = inconclusive; nt = not tested or not shown. An excerpt; rates above refer to the full screens.

SMILES	PolyA inhibitor	KCNQ1 block	RGS4 pot	DYRK1A inh	KCNK3 inh	GSK3B inh	KCNQ1 pot	KCNK9 inh	GSK3 alpha inh	HDAC3 inhib	hERG rescue
Cc1ccc2c(c1)N(C(=O)NC1CCCCC1)C(C)(C)CC2C (configuration not stated)	i	i	i	1	i	2	i	i	-2	2	-16
CN(Cc1ccco1)S(=O)(=O)c1nnc(NC(=O)c2ccccc2)s1	i	i	i	-6	i	1	i	i	1	0	-9
CC(C)OC(=O)CSc1nc(N)c(C#N)cc1C#N	i	i	i	4	i	2	i	i	-3	-1	-11
O=C(NCc1ccncc1)C12CC3CC(CC(C3)C1)C2	i	i	i	-6	i	-1	i	i	0	1	-5
CC(C)N1CCC(N2CCN(Cc3cnc(-c4ccccc4)s3)CC2CCO)CC1 (configuration not stated)	i	i	i	3	i	1	i	i	1	-3	-4
CCN(CC(=O)NCc1ccc2c(c1)OCO2)S(=O)(=O)c1ccc(F)cc1	i	i	i	-9	i	1	i	i	-1	-2	-8
CCOC(=O)c1sc2nc(C)nc(SCC(=O)N(C)C3CCS(=O)(=O)C3)c2c1C (configuration not stated)	i	i	i	-2	i	1	i	i	0	-1	-4
COc1ccc(-c2csc(N3CCN(C(=O)c4ccco4)CC3)n2)cc1	i	i	i	11	i	0	i	i	0	1	-7
CN(C(=O)c1ccc(OC2CCN(C(=O)c3cccnc3)CC2)cc1)C1CCCCC1	i	i	i	7	i	1	i	i	-2	2	-5
Cc1cccc(-c2noc(CN(C(=O)c3ccc(Br)o3)C(C)C)n2)c1	i	i	i	6	i	0	i	i	0	8	-10
C/C(=N\NC(=O)COc1c(C)cccc1C)c1cccs1	i	i	i	4	i	-1	i	i	-1	-3	-16
Cc1cc(C)n(C(=O)CCNC(=O)c2ccccc2Cl)n1	i	i	i	-2	i	-3	i	i	0	-13	-12
CC1(COS(N)(=O)=O)CCCCC1	i	i	i	-6	i	-1	i	i	-3	-3	-1
CC(=O)c1cn(CC(=O)Nc2ccc(C)cc2C)c2ccccc12	i	i	i	-5	i	-5	i	i	0	-3	-9
C=CCOC(=O)C1=C(C)NC(=O)NC1C1CC=CCC1 (configuration not stated)	i	i	i	0	i	2	i	i	0	8	-8
O=C(N/N=C1/C(=O)c2cccc3cccc1c23)c1ccc(Cl)cc1	i	i	i	2	i	5	41*	i	-3	-1	53*
CCOc1ccccc1CNn1nnnc1N	i	i	i	2	i	1	i	i	1	3	-10
O=C(CCN1CCc2ccccc2C1)Nc1ccccc1F	i	i	i	3	i	5	i	i	2	-5	-3
Cc1scc(C(=O)NNC(=S)NC(C)c2ccccc2)c1C (configuration not stated)	i	i	i	-5	i	3	i	i	0	?	-5
N/C(=N\OC(=O)c1ccc(Cl)cc1)c1nonc1N	i	i	i	4	i	1	i	i	-1	-2	-1
CCNC(=O)/C(C#N)=C/c1c(N2CCN(c3ccc(OC)cc3)CC2)nc2c(C)cccn2c1=O	i	i	i	2	i	-6	i	i	-2	-1	-5
COc1ccccc1OCC(=O)n1cc(C(=O)c2cc(Cl)cc(Cl)c2O)cn1	i	i	i	-7	i	5	i	i	13	0	-5
Cc1ccc(C)c(S(=O)(=O)N2CCCC2CNC(=O)C(=O)NC2CCCCCC2)c1 (configuration not stated)	i	i	i	5	i	1	i	i	-3	-3	-11
CO/N=C/Cc1c([N+](=O)[O-])c(C)nn1C	i	i	i	0	i	-2	i	i	-2	-5	-8
Cc1ccc(-c2cc(-c3ccccc3)c(C#N)c(Br)n2)cc1	i	i	i	-4	i	0	i	i	-4	-12	-12
(listing goes on)
SMILES	PolyA inhibitor	KCNQ1 block	RGS4 pot	DYRK1A inh	KCNK3 inh	GSK3B inh	KCNQ1 pot	KCNK9 inh	GSK3 alpha inh	HDAC3 inhib	hERG rescue
CC(C)C(OC(=O)C1=Cc2ccccc2OC1)C(=O)NC1CCCC1 (configuration not stated)	i	i	i	3	i	1	i	i	-2	-2	-1
CCC(C)(C)C(=O)Nc1cc([N+](=O)[O-])ccc1F	i	i	i	0	i	-21	i	i	-2	-2	-6
CN1CCN(C(=S)c2ccc(-c3cc(Cl)ccc3Cl)o2)CC1	i	i	i	nt	i	-4	i	i	-5	9	-7
CCSc1nc2ccccc2n1CCC(=O)O	i	i	i	nt	i	1	i	i	-4	5	-5
Cc1c(NS(=O)(=O)c2cccc(C(=O)NCc3ccncc3)c2)c(=O)n(-c2ccccc2)n1C	i	i	i	-2	i	-1	i	i	-1	-9	-4
Cc1nc(NC(=O)c2cccnc2Cl)sc1C	i	i	i	7	i	0	i	i	-2	-3	-9
CC(C)c1nc(Cl)c(C#N)c2c1COC(C)(C)C2	i	i	i	-1	i	1	i	i	0	-3	-7
CCCC(=O)Nc1ccc(-c2ccc(NC(=O)CCC)cc2)cc1	i	i	i	-4	i	1	i	i	2	-1	-9
CN(C)S(=O)(=O)c1ccc2oc(SCC(=O)NCC(F)(F)F)nc2c1	i	i	i	-5	i	-2	i	i	5	-1	-16
O=C(CNC1CCCCC1)Nc1ccc(Cl)cc1	i	i	i	-5	i	0	i	i	-8	0	-8
Cc1cn(C(=O)C(C)N2C(=O)c3ccccc3C2=O)c(C)n1 (configuration not stated)	i	i	i	nt	i	0	i	i	-1	9	2
Cc1cc(N)ccc1-c1cc2ccccc2oc1=O	i	i	i	14	i	2	i	i	-1	1	-1
COc1ccccc1CCNC(=O)CCn1c(=O)c2cccn2c2ccc(F)cc21	i	i	i	-4	i	0	i	i	1	-4	-10
Cc1csc2ncc(C(=O)NCc3ccco3)c(=O)n12	i	i	i	6	i	1	i	i	3	-11	2
COc1ccc(N(C)S(=O)(=O)c2cccc(C(=O)OC(C)C(=O)NC3CCCCC3C)c2)cc1 (configuration not stated)	i	i	i	12	i	2	i	i	-1	2	-9
CCc1nc2ccccc2c(C(=O)OCC(=O)N2CC(C)OC(C)C2)c1C (configuration not stated)	i	i	i	-1	i	1	i	i	0	2	-13
Cc1cc([N+](=O)[O-])ccc1NC(=O)C(C)N1CCN(c2ccccn2)CC1 (configuration not stated)	i	i	i	-5	i	-1	i	i	-1	2	-22
CC(=O)NC1C(OCc2ccccc2)OC(CO)C(OC(C)=O)C1OC(C)=O (configuration not stated)	i	i	i	-1	i	2	i	i	-1	0	-7
COc1cc(C(=S)N2CCOCC2)ccc1O	i	i	i	-7	i	-4	i	i	0	-4	1
COC(=O)C1CCCN1S(=O)(=O)c1ccccc1NC(=O)c1cc(OC)c(OC)c(OC)c1 (configuration not stated)	i	i	i	0	i	-1	i	i	-2	-12	-5
COc1ccc(NC(=O)c2cc(-c3cc(C)ccc3O)n[nH]2)cc1Cl	i	i	i	-2	i	-8	i	i	0	2	-9
Cn1c(=O)n(Cc2ccc(F)cc2)c(=O)c2c1nc1n2CCCN1Cc1ccccc1	i	i	i	1	i	3	i	i	-2	7	-14
CCc1cccc(C)c1NC(=O)CCOc1ccccc1	i	i	i	-4	i	0	i	i	-4	-5	-7
Cc1ccc2cc(NC(=O)c3ccccc3)ccc2n1	i	i	i	7	i	-3	i	i	-1	0	-4
CCCc1n[nH]c2c1/C(=N\O)CCC2	i	i	i	15	i	1	i	i	-3	-3	-9
CCCS(=O)(=O)N1CCN(Cc2ccc(OCc3ccccc3)c(OC)c2)CC1	i	i	i	-7	i	-1	i	i	-2	0	-8
S=c1nc(-c2ccc(Cl)cc2)[nH][nH]1	i	i	i	10	i	1	i	i	-2	11	-3
O=C(CCN1C(=O)C2CC=C(Cl)CC2C1=O)NCc1ccccc1 (configuration not stated)	i	i	i	-2	i	2	i	i	0	0	-5
Cc1c(C(=O)O)oc2c(F)cccc12	i	i	i	3	i	0	i	i	-3	-4	-7
Cc1ccc(-c2cc(C(=O)NC3CCN(Cc4ccccc4)CC3)c3ccccc3n2)cc1	i	i	i	-2	i	-1	i	i	0	1	-8

In a second layout: results already given
Cc1cn(C(=O)C(C)N2C(=O)c3ccccc3C2=O)c(C)n1 (configuration not stated)
  PolyA inhibitor = i
  KCNQ1 block = i
  RGS4 pot = i
  DYRK1A inh = nt
  KCNK3 inh = i
  GSK3B inh = 0
  KCNQ1 pot = i
  KCNK9 inh = i
  GSK3 alpha inh = -1
  HDAC3 inhib = 9
  hERG rescue = 2
Cc1cc(N)ccc1-c1cc2ccccc2oc1=O
  PolyA inhibitor = i
  KCNQ1 block = i
  RGS4 pot = i
  DYRK1A inh = 14
  KCNK3 inh = i
  GSK3B inh = 2
  KCNQ1 pot = i
  KCNK9 inh = i
  GSK3 alpha inh = -1
  HDAC3 inhib = 1
  hERG rescue = -1
COc1ccccc1CCNC(=O)CCn1c(=O)c2cccn2c2ccc(F)cc21
  PolyA inhibitor = i
  KCNQ1 block = i
  RGS4 pot = i
  DYRK1A inh = -4
  KCNK3 inh = i
  GSK3B inh = 0
  KCNQ1 pot = i
  KCNK9 inh = i
  GSK3 alpha inh = 1
  HDAC3 inhib = -4
  hERG rescue = -10

Copied from the entries so far for reference:
SMILES	PolyA inhibitor	KCNQ1 block	RGS4 pot	DYRK1A inh	KCNK3 inh	GSK3B inh	KCNQ1 pot	KCNK9 inh	GSK3 alpha inh	HDAC3 inhib	hERG rescue
Cc1ccc2c(c1)N(C(=O)NC1CCCCC1)C(C)(C)CC2C (configuration not stated)	i	i	i	1	i	2	i	i	-2	2	-16
CN(Cc1ccco1)S(=O)(=O)c1nnc(NC(=O)c2ccccc2)s1	i	i	i	-6	i	1	i	i	1	0	-9
CC(C)OC(=O)CSc1nc(N)c(C#N)cc1C#N	i	i	i	4	i	2	i	i	-3	-1	-11
